BoNT A protease: inhibitors of Botulinum neurotoxin A light chain protease; multiplex microsphere protease substrate cleavage, flow cytometry; inhibition, % at 10 µM; 360,000 compounds, 0.17% hits; AID 588499; further: plate controls were buffer without enzyme for full effect and enzyme alone for no effect
FBA Mtb inh: Mtb fructose-bisphosphate aldolase inhibition. P9WQA3. AID 588726. purified M. tuberculosis FBA, fluorescence read-out. inhibition, % at 1 µM. 360,000 compounds, 2.3% hits; in the data active means inhibition above about 27%;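 further: 0% = vehicle and 100% = reference inhibitor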
Target sequence (P9WQA3 whole entry, looked up): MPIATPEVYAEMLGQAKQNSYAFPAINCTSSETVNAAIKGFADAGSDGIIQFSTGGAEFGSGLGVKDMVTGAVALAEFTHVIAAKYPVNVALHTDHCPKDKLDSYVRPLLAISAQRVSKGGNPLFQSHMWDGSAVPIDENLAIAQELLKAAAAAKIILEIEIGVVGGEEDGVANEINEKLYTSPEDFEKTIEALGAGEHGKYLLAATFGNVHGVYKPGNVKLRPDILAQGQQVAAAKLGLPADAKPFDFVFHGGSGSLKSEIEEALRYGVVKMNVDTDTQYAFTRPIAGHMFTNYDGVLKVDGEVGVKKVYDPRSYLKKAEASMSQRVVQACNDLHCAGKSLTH
UGM FP inh: blocks M. tuberculosis UGM enzyme; P9WIQ1; purified UGM, fluorescence polarization probe displacement; inhibition, % at 10 µM; 320,000 compounds, 0.06% hits; in the data active means inhibition above about 10%, passing the limit was not always enough; inconclusive means no clear call, values can overlap the other calls
Target sequence (P9WIQ1 whole entry, looked up): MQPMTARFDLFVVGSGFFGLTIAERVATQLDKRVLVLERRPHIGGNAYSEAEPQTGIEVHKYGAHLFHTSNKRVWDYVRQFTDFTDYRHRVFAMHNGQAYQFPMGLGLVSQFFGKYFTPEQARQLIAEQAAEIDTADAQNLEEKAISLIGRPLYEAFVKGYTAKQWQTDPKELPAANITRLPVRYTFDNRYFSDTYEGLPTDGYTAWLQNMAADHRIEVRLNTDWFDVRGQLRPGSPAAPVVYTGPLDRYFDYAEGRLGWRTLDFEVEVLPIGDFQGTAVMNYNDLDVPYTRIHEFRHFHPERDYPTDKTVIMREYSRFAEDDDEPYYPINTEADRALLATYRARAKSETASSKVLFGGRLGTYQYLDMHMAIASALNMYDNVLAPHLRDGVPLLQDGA
PfHsp40 rescue: compounds rescuing yeast from Plasmodium falciparum HSP40 toxicity | 340,000 compounds, 0.68% hits | S. cerevisiae expressing PfHsp40, growth rescue, ATP luminescence | growth rescue, % at 12.5 µM; in the data active means growth rescue above about 28%, passing the limit was not always enough; inconclusive means no clear call, values can overlap the other calls;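 further: yeast W303a lacking pdr1 and pdr3 grown in galactose medium; growth measured after three days at 30 °C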
GDH-TPI inh: inhibits GDH-TPI coupling enzymes, artifact for Mtb FBA screen; GDH-TPI coupled enzyme counterscreen, NADH absorbance; AID 588335; 360,000 compounds, 1.2% hits; inhibition, % at 4.8 µM; in the data active means inhibition above about 30%;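 further: 0% = DMSO wells and 100% = wells lacking the enzyme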
Anthrax LF inh2: inhibitors of Bacillus anthracis lethal factor protease; multiplex microsphere protease cleavage assay, LF; inhibition, % at 10 µM; 360,000 compounds, 0.12% hits; AID 588501; further: plate controls were buffer without enzyme for full effect and enzyme alone for no effect
FadD28 FP inh: blocks FadD28 binding to the bisubstrate probe. fluorescence polarization. inhibition, % at 12.5 µM. 360,000 compounds, 0.22% hits. AID 588549; in the data active means inhibition above about 8.5%, passing the limit was not always enough; inconclusive means no clear call, values can overlap the other calls
Mtb BioA inh: BioA (M. tuberculosis) enzyme inhibition. 360,000 compounds, 0.096% hits. inhibition, % at 9.99 µM. purified M. tuberculosis BioA enzyme, plate reader. AID 602481; in the data active means inhibition above about 40%; inconclusive means no clear call, values can overlap the other calls
BoNT-F LC inh: blocks Botulinum neurotoxin F light chain protease; Multiplex microsphere protease cleavage assay, flow cytometry; inhibition, % at 10 µM; 360,000 compounds, 0.22% hits; AID 588497; in the data active means inhibition above about 35%, passing the limit was not always enough; inconclusive means no clear call, values can overlap the other calls; further: plate controls were buffer without enzyme for full effect and enzyme alone for no effect
An asterisk follows results filed as active; u = inconclusive; x = no result given. Unless noted, no stated cut-off is given here; in the data, active means inhibition above about 30%; inconclusive means no clear call, values can overlap the other calls; inactive means below that. No enrichment for hits, and some 4.7% of all compounds hit somewhere here.

SMILES	BoNT A protease	FBA Mtb inh	UGM FP inh	PfHsp40 rescue	GDH-TPI inh	Anthrax LF inh2	FadD28 FP inh	Mtb BioA inh	BoNT-F LC inh
CCOc1ccc(NCc2cccn2-c2nnc(N3CCC(C(=O)NCCCN4CCCCC4)CC3)s2)cc1	0.7	0	2.2	2.3	1	-6	-0.4	1.2	-18
C/C(=N\NC(=O)c1ccc2c(c1)OCO2)c1ccc2c(c1)OCO2	-0.6	-1	-1.8	-1.6	1	-2	-4.5	x	0
CSc1ccccc1NC(=O)c1cnc2sc(C)cn2c1=O	x	0	1.7	0.4	33*	x	-1.5	-1.1	x
COc1ccc(C(OCC(O)CNCCc2ccc(S(N)(=O)=O)cc2)c2ccc(OC)cc2)cc1 (stereo unspecified)	-0.1	0	-0.2	-0.5	-6	4	-2.8	-0.4	-22
Cc1c(C)n2c(SCC(=O)N3CC(C)OC(C)C3)nnc2[nH]c1=O (stereo unspecified)	x	-1	1.3	-1.7	-8	x	-2.4	x	x
COc1ccc(CCNc2oc(COc3ccccc3F)nc2C#N)cc1	0.5	0	-1.4	4.3	4	-12	-3.1	4.0	3
NC(=O)[C@@H]1CCCNc2c(F)cc([N+](=O)[O-])cc2C(=O)N[C@@H](CO)C(=O)N[C@@H](Cc2ccc(O)cc2)C(=O)N1	0.0	-1	-0.7	1.3	22	3	-2.0	0.7	-7
COc1ccc(NC(=O)C(C)(C)Oc2ccc(Cl)cc2)cn1	-0.6	-1	0.4	0.1	1	8	-3.1	7.7	-6
CCc1ccc(C(C)NC(=O)c2ncn[nH]2)cc1 (stereo unspecified)	-0.2	1	1.4	-1.3	8	0	-1.2	0.0	-4
N#Cc1cc(C(=O)c2ccccc2O)cn(-c2nccs2)c1=O	2.0	-10	-24	-0.9	2	0	-2.1	x	0
COc1ccccc1CNC(=O)COc1ccc(Br)c(C)c1	-1.5	2	2.1	5.6	-8	5	-2.0	1.7	u
CCOc1ccccc1C(=O)Nc1nncs1	0.0	0	0.2	0.3	-6	-1	-1.9	0.3	0
Cc1cc(C)nc(NC2=NCC(=O)N2c2ccc(Cl)cc2)n1	0.0	1	-1.2	-1.0	6	2	-1.6	-1.0	0
Cc1cccc(CN2CCN(c3ncccn3)CC2)c1	0.5	2	-2.8	-0.4	-1	0	0.5	-0.3	u
CN1C(=O)C2(OCCCO2)c2ccccc21	0.7	2	-1.6	0.0	1	-26	-1.6	-1.0	u
Cc1cccc(/N=C/c2sc3ccccc3c2O)n1	-1.6	7	-0.1	0.9	30	-1	-1.4	1.4	-2
O=c1[nH]c(=O)n(CCc2ccc(F)cc2)c(O)c1C=NCc1ccc2c(c1)OCO2	-0.1	0	3.1	6.1	7	-2	-0.5	-1.5	6
CS(=O)(=O)N(CC(=O)Nc1c(F)cccc1F)Cc1ccccc1	2.7	1	-2.6	-0.5	1	9	-0.1	-0.4	20
COCCN(C(=O)COc1ccc(Cl)cc1)c1nnc(-c2cccnc2)s1	-0.8	-1	0.1	-1.6	5	-8	-1.2	-1.2	-15
O=C(NCc1ccco1)C(=O)NCC1OCCN1C(=O)c1ccc(Cl)cc1 (stereo unspecified)	-0.5	3	-1.1	-0.2	3	12	-1.7	x	12
S=c1[nH]nc(CCc2ccccc2)n1-c1ccccc1	-0.5	-1	-2.6	1.7	7	-1	-0.2	x	-11
Cc1cccc(C)c1NC(=O)/C(C#N)=C/c1ccc(-c2ccc(C(=O)O)cc2)o1	-0.9	-3	2.9	2.1	3	4	-3.6	-1.3	-1
CCOC(=O)CNC(=O)c1cc2c(=O)[nH]c3ccc(C)cc3c2s1	-0.4	32*	-0.7	0.4	12	-1	x	-1.4	3
CCOc1ccc(N2CC(C(=O)Nc3cccnc3)CC2=O)cc1 (stereo unspecified)	2.6	2	2.0	-0.7	3	-4	-2.0	7.0	5
CCOc1cc2c(cc1OCC)-n1cccc1C(c1ccc(F)cc1)NC2 (stereo unspecified)	-1.8	0	1.9	-1.1	-10	-10	-3.8	0.7	-13
O=c1[nH]c(=O)n(-c2ccc(Br)cc2)c(O)c1C=NC(CO)(CO)CO	-0.4	0	-0.5	x	11	-1	-2.4	-0.3	-1
COC(=O)Nc1nnc(-c2ccccc2OC)s1	-2.6	67*	-0.3	-1.5	3	1	-3.2	x	u
CC1(C)C(=O)Nc2ccccc2N1C(=O)CN1C(=O)C(=O)N(C2CCCC2)C1=O	0.0	0	-3.4	-0.1	4	1	-2.7	x	-4
CC(=O)Nc1ccc(S(=O)(=O)N2CCSC2c2ccc(Cl)cc2)cc1 (stereo unspecified)	-0.5	7	2.0	4.5	-3	-1	-5.2	3.7	-2
COc1cc(NC(=O)COc2ccc(-n3ccnc3)cc2)cc(OC)c1	0.0	1	0.5	1.9	-5	5	-4.6	x	3
Cc1cc(Cl)ccc1OCC(=O)OCC(=O)c1c(N)n(C)c(=O)n(C)c1=O	2.8	3	-0.8	1.0	2	-3	-2.7	-1.9	14
CN1CCN/C1=C(/C(Cl)=C(Cl)Cl)[N+](=O)[O-]	-1.3	9	1.6	1.5	19	-6	-0.1	x	-4
O=C(NCCCn1ccnc1)c1cccc(Br)c1	-4.0	1	-0.6	0.6	-1	4	x	0.3	-10
COc1ccc(C)c(NC(=O)NCCc2cnc[nH]2)c1	x	2	-0.1	-1.1	4	x	1.4	-1.4	x
CC1CC2(O)c3nonc3CCC2N1O (stereo unspecified)	-1.4	-2	1.1	-0.9	1	4	-0.9	0.7	-3
CCc1cccc(NC(=O)CN(C)C2=NS(=O)(=O)c3ccccc32)c1	0.7	1	-0.5	-1.0	-2	-10	0.3	0.4	-4
CCN(CC(=O)Nc1ccccc1C(F)(F)F)C(=O)c1cccc(S(=O)(=O)N2CCN(C)CC2)c1	2.9	4	1.8	-1.3	9	-3	-1.2	-2.7	-1
C/C(=C\C(=O)C(F)(F)F)Nc1cc(C)cc(C)c1	-1.1	-2	0.3	-0.4	1	-7	-2.3	0.5	1
CN(C)CCCN(C(=O)COc1ccc(Cl)cc1)c1nc2cc3c(cc2s1)OCCO3	3.5	-1	2.3	0.9	3	-3	-1.7	0.0	-4
COc1cccc(NC(=O)Cn2nnc(C(=O)NCc3cccs3)c2N)c1	0.6	-3	2.0	0.6	-7	-1	-2.9	-0.7	5
COc1ccc(S(=O)(=O)NC2CCCCC2)cc1-n1cnnn1	-0.6	5	1.5	0.2	2	-2	1.9	-1.4	-4
Cn1c(CO)cnc1-c1ccccc1	-3.4	3	-2.3	-1.5	13	6	-0.8	x	-17
O=C(NCCCN1CCOCC1)C(=O)c1c[nH]c2ccccc12	-3.2	1	-4.4	0.4	9	10	-1.5	0.4	-6
Cc1cc(C)c(NC(=O)CSc2nc3ncc(Br)cc3[nH]2)c(Cl)c1	-0.2	4	1.0	-0.1	8	-4	0.5	-1.6	1
COc1ccc(CNC(=O)c2ccc(N3CCCC3=O)cc2)cc1	1.3	0	2.3	1.6	1	-1	-2.4	0.8	0
O=C(NCCCN1CCOCC1)C(Cl)(Cl)Cl	-0.4	2	1.0	0.6	-5	-2	-1.3	x	-6
O=C(CC1C(=O)NCCN1Cc1cccc(F)c1)NC1CCCCCC1 (stereo unspecified)	-0.3	-1	0.1	0.3	2	-1	-1.8	-1.0	-8
CSc1ncnc2c1ncn2CCCN1CCN(c2ncccn2)CC1	-0.3	-1	x	x	-2	1	-0.5	-0.8	-3
CCOC(O)[C@H]1N[C@@H](c2ccc(Cl)cc2)[C@@H]([N+](=O)[O-])[C@@H]1c1ccccc1 (stereo partly specified)	0.1	-5	-0.9	3.2	3	-4	-0.8	x	-6
NC(=O)COC(=O)c1sc2cc(F)ccc2c1Cl	-0.5	-1	-1.9	1.9	-1	-8	-5.1	-1.2	-15
Cc1ccc(S(=O)(=O)NCCCNS(C)(=O)=O)cc1	-0.8	-1	1.3	-1.3	17	0	-0.2	-1.9	-10
COC(=O)c1cc2ccccc2c([N+](=O)[O-])c1O	-0.9	-7	x	1.6	12	-3	-2.1	-1.9	-3
COC(C[C@H]1O[C@@H]1[C@H](O)[C@H](C)OCc1ccccc1)OC	0.0	1	2.3	-1.6	3	1	-1.5	-0.6	1
NC(=O)CSc1nnc(-c2cccs2)n1-c1ccccc1	0.7	2	2.1	-1.9	2	0	-1.5	1.6	7
COc1cccc(=O)c2c(C)n(-c3ccc(C(=O)O)cc3)c(C)c12	1.3	-1	2.0	0.6	12	-3	2.6	x	-1
COC(=O)C1CCc2c(ccc3c2CCCC3)C1=O (stereo unspecified)	-0.3	0	x	-0.5	8	-1	0.5	-0.1	-8
COc1cccc(C2N(c3cccc(Cl)c3)C(=O)C3CCCN32)c1 (stereo unspecified)	-0.7	0	0.4	0.4	4	-3	-2.4	-1.0	-6
CC(=O)c1cccc(NC(=O)CCNS(=O)(=O)c2cccc3nsnc23)c1	0.0	5	-3.5	-1.0	4	0	-2.8	5.1	-18
CCOC(=O)C1(CCCc2ccccc2)CCN(C(=O)C2=C(C)OCCO2)CC1	-0.5	1	x	-0.2	5	0	-0.8	-1.9	-4
O=C(NCCc1ccccc1)C1CCN(S(=O)(=O)N2CCCCCC2)CC1	-0.5	-2	-2.7	-1.0	3	6	-0.9	1.2	-5

Results in FBA Mtb inh, for 2 of the compounds above:
Molecule	FBA Mtb inh
COC(C[C@H]1O[C@@H]1[C@H](O)[C@H](C)OCc1ccccc1)OC	1
NC(=O)CSc1nnc(-c2cccs2)n1-c1ccccc1	2

Remaining list, next part
SMILES	BoNT A protease	FBA Mtb inh	UGM FP inh	PfHsp40 rescue	GDH-TPI inh	Anthrax LF inh2	FadD28 FP inh	Mtb BioA inh	BoNT-F LC inh
Cc1cc(NC(=O)CSc2nc3ccccc3n2CC(=O)N2CC(C)CC(C)C2)no1 (stereo unspecified)	u	-1	-0.8	-0.3	-8	-2	-0.9	-1.3	-1
O=[N+]([O-])c1cccc(CN2CCC(Cc3ccccc3)CC2)c1	u	0	-0.7	-0.2	15	-9	-1.5	-1.0	u
CCn1c(N2CCN(CC(=O)c3c[nH]c4ccccc34)CC2)nc2c1c(=O)[nH]c(=O)n2C	-1.7	4	-0.1	-0.8	-2	1	-4.1	0.1	u
CC(NC(=O)c1cccc(OC2CCN(C(=O)C3CC3)CC2)c1)c1ccc(F)cc1 (stereo unspecified)	-3.9	1	1.8	1.4	-8	4	1.0	0.0	-2
Cc1ccc(C)n1N1C(=O)/C(=C\c2ccc(Cl)cc2)SC1=S	0.8	-3	-1.7	0.4	15	0	-1.0	-1.2	-8
Fc1ccc(NC(=S)Nc2ccc(Br)cc2)cc1	1.5	-2	x	1.9	7	2	-4.8	2.2	3
Brc1ccc(CSc2ncnc3nc[nH]c23)cc1	-0.9	-1	1.1	-1.2	-7	-1	4.8	1.0	-10
O=C(CSc1n[nH]c(-c2ccccn2)n1)Nc1ccccc1F	-7.4	7	4.5	-0.2	0	16	-1.3	-1.3	24
COC(=O)C1=C(c2cc3ccccc3o2)C[C@@H]2CC[C@H]1N2C(=O)NCc1cccc2ccccc12	-0.7	-3	-3.1	-1.2	3	-8	-3.7	-1.0	-8
CCC(=NCCN1CCOCC1)c1c(O)n(-c2ccccc2C)c(=O)[nH]c1=O	0.4	0	2.0	-0.9	-7	0	-3.0	-0.3	4
COCCN1CCN(C(=O)c2cc(COc3ccc(F)cc3Cl)on2)CC1	1.5	0	1.7	-1.9	-5	0	-4.8	-1.3	-5

Filtered by structure: those above containing a furan ring, fused or not
SMILES	BoNT A protease	FBA Mtb inh	UGM FP inh	PfHsp40 rescue	GDH-TPI inh	Anthrax LF inh2	FadD28 FP inh	Mtb BioA inh	BoNT-F LC inh
O=C(NCc1ccco1)C(=O)NCC1OCCN1C(=O)c1ccc(Cl)cc1 (stereo unspecified)	-0.5	3	-1.1	-0.2	3	12	-1.7	x	12
Cc1cccc(C)c1NC(=O)/C(C#N)=C/c1ccc(-c2ccc(C(=O)O)cc2)o1	-0.9	-3	2.9	2.1	3	4	-3.6	-1.3	-1
COC(=O)C1=C(c2cc3ccccc3o2)C[C@@H]2CC[C@H]1N2C(=O)NCc1cccc2ccccc12	-0.7	-3	-3.1	-1.2	3	-8	-3.7	-1.0	-8

Source: PubChem
